Mdm2 ligase inh: Mdm2 E3 ligase (human) inhibition. 0.11% of 210,000 active. signal enhancement, % at 5 µM. cell-based MDM2 ubiquitination luciferase reporter, 2 h; 0 = plate control, 100 = twice control, blank-subtracted. Q00987;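 active means signal enhancement of 30% or more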;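 further: luminescence tracks abundance of the self-degrading MDM2-luciferase fusion protein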
Target sequence (Q00987 whole entry, looked up, the tested form may be a part): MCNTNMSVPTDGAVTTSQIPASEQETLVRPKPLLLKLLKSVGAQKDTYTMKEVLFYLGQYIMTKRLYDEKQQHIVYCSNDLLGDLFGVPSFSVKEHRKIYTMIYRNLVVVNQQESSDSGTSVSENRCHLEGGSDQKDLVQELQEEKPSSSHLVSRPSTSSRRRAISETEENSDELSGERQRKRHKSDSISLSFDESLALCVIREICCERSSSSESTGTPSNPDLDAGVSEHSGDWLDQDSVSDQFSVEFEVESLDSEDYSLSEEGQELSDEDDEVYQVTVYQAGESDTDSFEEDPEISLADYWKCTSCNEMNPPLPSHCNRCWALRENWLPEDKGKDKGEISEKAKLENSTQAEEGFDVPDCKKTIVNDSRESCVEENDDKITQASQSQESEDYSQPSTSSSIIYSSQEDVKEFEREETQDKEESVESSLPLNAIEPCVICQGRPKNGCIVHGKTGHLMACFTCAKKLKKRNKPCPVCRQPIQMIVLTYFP
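Material: Stable MDM2–luciferase fusion reporter cells | Amount: 2000 cells seeded into each well | Dosing: One concentration, 5 µM, with 0.2% DMSO | Incubation: 4 h cell settling then 2 h compound exposure, 37 °C | Measured by: Luciferase luminescence | Read-out basis: % enhancement relative to plate controls after blank subtraction | Benchmarks: Control and blank well means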
Calpain2 inh: blocks pig calpain II enzyme activity; 0.37% of 220,000 active; inhibition, % at 16 µM; purified calpain II, fluorogenic peptide substrate, 30 min;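 active means inhibition above about 50%, limit read from the data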
Rad51 HR inh: blocks human Rad51 in homologous recombination; inhibition, % at 10 µM; 0.085% of 200,000 active; hRad51 DNA strand exchange, fluorescence dequenching; Q06609;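 active means inhibition above 40% at the single screening dose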;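 further: 0% = DMSO control wells and 100% = blanks with heterologous ssDNA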
Target sequence (Q06609 whole entry, looked up): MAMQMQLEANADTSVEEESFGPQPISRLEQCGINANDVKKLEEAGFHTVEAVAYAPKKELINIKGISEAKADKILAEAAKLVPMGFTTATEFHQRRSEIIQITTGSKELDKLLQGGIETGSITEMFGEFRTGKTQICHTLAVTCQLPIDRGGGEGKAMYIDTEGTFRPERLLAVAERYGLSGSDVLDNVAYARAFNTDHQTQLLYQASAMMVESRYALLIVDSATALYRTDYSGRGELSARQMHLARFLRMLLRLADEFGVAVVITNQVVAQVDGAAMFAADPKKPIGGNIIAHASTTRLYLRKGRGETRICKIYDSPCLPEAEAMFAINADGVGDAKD
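Test system: preformed human Rad51 ssDNA filaments; also added: Donor/quencher-labelled 47-bp dsDNA substrate; doses: 10 µM final, single point; times: 37 °C 15-min filament assembly, 30-min compound preincubation, 15-min exchange; detection: FRET fluorescence dequenching, excitation 485 nm, emission 520 nm; read-out basis: Fluorescence-based percent inhibition, control- and blank-normalised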
TNF death inh: blocks TNF-alpha induced death of Jurkat FADD-/- cells. AID 463075. Jurkat FADD-/- TNF necroptosis rescue, ATP luminescence, 24 h; 0 = TNF only, 100 = no-TNF cells. 0.068% of 220,000 active. activation (protection from cell death), % at 10 µM;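 active means activation, meaning protection from cell death, of at least 50% relative to plate controls; inactive means activation below 50%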;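 further: necroptosis triggered by 40 ng/mL TNF-alpha added together with compound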
KCC2 mod: KCC2 (human) Cl- transport modulation; KCC2 cells, thallium flux FluoZin-2 fluorescence; 2.2% of 190,000 active; B-score of Tl+ flux slope (higher = more flux/activation; lower = inhibition) at 10 µM; Q9H2X9;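 active means thallium flux slope and its plate-corrected score both differing from the plate sample mean at a set confidence after two filtering rounds, in either direction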;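 further: slope of fluorescence scaled to starting intensity during 10 to 20 s after thallium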
eIF4E 4G PPI: blocks eIF4E binding to eIF4G | inhibition, % at 21.7 µM | 0.37% of 220,000 active | TR-FRET eIF4E-eIF4GI(517-606) binding, 2 h;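 active means inhibition above about 30%, limit read from the data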;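 further: 0% = full FRET control wells and 100% = background wells lacking eIF4GI fragment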
L929 necroptosis: blocks zVAD induced death of L929 cells | L929 zVAD necroptosis rescue, ATP luminescence, 24 h; with zVAD 60 µM | viability rescue, % at 10 µM | 0.38% of 220,000 active;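 active means activation, scaled between plate controls, above about 75%, limit read from the data; inactive means activation under that limit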;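 further: 0% = zVAD with DMSO and 100% = DMSO alone without zVAD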
EBV gp42 inh: blocks Epstein-Barr virus glycoprotein 42 binding; 0.42% of 220,000 active; Q1HVG2; AID 1085; inhibition, % (tested at 21.74 µM); Fluorescence polarization binding assay, mP read-out; in the data active means inhibition above about 50%
Target sequence (Q1HVG2 whole entry, looked up): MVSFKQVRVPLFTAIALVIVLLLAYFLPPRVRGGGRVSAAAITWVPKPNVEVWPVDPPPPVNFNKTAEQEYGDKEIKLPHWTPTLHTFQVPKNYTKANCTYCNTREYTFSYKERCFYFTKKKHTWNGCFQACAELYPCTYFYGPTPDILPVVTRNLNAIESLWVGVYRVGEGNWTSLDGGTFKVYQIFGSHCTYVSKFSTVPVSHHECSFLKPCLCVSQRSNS
PERK inh: human PERK inhibition, primary cell-based screen. Q9NZJ5. CHO PERK-DD fusion, SEAP luminescence translation reporter. inhibition, % at 5.6 µM. 0.17% of 220,000 active. AID 1416;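 active means inhibition above the mean inhibition of all tested compounds plus 3 SD, set separately per screening campaign, cut at about 2.9% in these data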;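 further: PERK kinase domain activated by AP20187 dimerizer at 100 nM; 0% = DMSO with dimerizer and 100% = rapamycin at 8.4 µM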
* marks the source's active call; other numbers are inactive results; . = not tested or not shown; [ ] = remark or other dose.

SMILES | Mdm2 ligase inh | Calpain2 inh | Rad51 HR inh | TNF death inh | KCC2 mod | eIF4E 4G PPI | L929 necroptosis | EBV gp42 inh | PERK inh
Cc1nn(CCCC(=O)Nc2cc(Oc3ccc(F)cc3)cc([N+](=O)[O-])c2)c(C)c1[N+](=O)[O-] | 3 | 20 | 17 | 0.5 | 0.2 | 3 | . | -8 | -0.4
O=C(NCC1CCCO1)C1CC(c2ccc(Cl)c(Cl)c2)=NO1 (configuration not stated) | -2 | 0 | -4 | 1.3 | -0.15 | 2 | 0.6 | -10 | -0.4
O=C(NCCN1C(=O)S/C(=C\c2ccc(F)cc2)C1=O)C1CCN(S(=O)(=O)c2cccs2)CC1 | 5 | 2 | 1 | 1.6 | -0.29 | 14[fluorescence artefact?] | 1.3 | -10 | 0.4
COc1ccc(C(=O)NCC(=O)OCC(=O)Nc2sccc2C#N)cc1OC | -6 | -67 | -7 | -0.6 | 0.54 | 3 | 8.7 | 19 | 0.6
O=c1[nH]c2c(s1)C(c1ccco1)C1C3CCC(C3)C1S2 (configuration not stated) | 10 | 29 | -12 | -0.5 | 0.93 | -9 | -0.6 | -13 | 0.3
Cc1nc2ccccc2c2oc(C(=O)N3CCc4ccccc43)cc12 | -6 | -113 | 4 | -3.7 | -0.42 | 2 | 2.5 | -8 | 1.1
O=C1/C(=C/c2cccnc2)SC(=NCc2ccccc2)N1Cc1ccccc1 | -3 | 36 | -1 | -1.7 | 0.089 | -1 | -1.5 | -27 | -0.3
O=C(c1cccs1)N1CCCC1 | -4 | -14 | 6 | 0.7 | 0.72 | 3[fluorescence artefact?] | . | -22 | 0.6
CC1(C)C(=O)Nc2ccccc2N1C(=O)CSc1nc(-c2ccccc2)cs1 | -15 | -35 | -18 | 1.4 | -0.023 | 4 | 0.1 | -4 | 0.1
Cc1cc(C(=O)NNC(=O)CCN2CCN(c3ccccc3)CC2)c2ccccc2n1 | -21 | -35 | 14 | 0.5 | 0.43 | 3 | 2.9 | -30 | -0.2
CCOc1ccc2nc(SCc3ccc(OC)cc3)sc2c1 | 1 | 9 | -14 | 2.9 | -0.028 | 3[fluorescence artefact?] | 0.2 | 4 | 1.7
Cc1cc(/C(O)=C2\C(=O)C(=O)N(CCN(C)C)C2c2ccncc2)ccc1OCc1ccccc1 (configuration not stated) | -18 | 15 | 3 | 1.7 | 0.51 | 1[fluorescence artefact?] | 0.6 | -2 | -1.1
N#Cc1c(=O)c2nc(NCc3ccccc3)ncc2n2ccccc12 | -19 | -493 | 4 | -2.1 | 0.07 | -6 | 0.2 | 7 | 1.1
O=C1CN(C(=O)COC(=O)c2oc3ccccc3c2COc2ccccc2)c2ccccc2N1 | -14 | -47 | 0 | -0.6 | 1.5 | -21[fluorescence artefact?] | -0.4 | -23 | -1.1
COc1ccc(Sc2ncnc3onc(C)c23)cc1 | 7 | 18 | 12 | 0.5 | 0.24 | 5 | 0.7 | -10 | 0.2
O=C(C1CCN(CCCc2ccccc2)CC1)N1CCCCC1 | -21 | -29 | -3 | 0.8 | -4.5 | 12 | -0.9 | -16 | -1.1
COC(=O)c1ccc(C(=O)OC)c(NC(=O)CN2CCCCC2)c1 | -4 | 0 | -8 | -0.7 | -0.08 | 2 | 0.8 | -14 | -0.2
CCOC(=O)C1(Cc2ccccc2C)CCCN(Cc2cn(C)nc2C)C1 (configuration not stated) | -12 | 3 | -3 | 0.7 | 0.39 | -4 | -1.0 | -2 | 0.4
O=C(Nc1ccc(S(=O)(=O)Nc2ncccn2)cc1)c1ccc(S(=O)(=O)N2CCCC2)cc1 | -34 | -23 | -14 | 0.1 | 1.2 | 0 | 2.2 | -24 | -0.1
CCOc1cc(N2CCOCC2)c(OCC)cc1NC(=O)c1cc(C)nc2ccccc12 | -2 | -30 | -47 | 2.0 | 1.1 | -1 | -0.3 | -3 | -0.6
Cn1cccc1C(=O)NC(=O)COC(=O)c1cc([N+](=O)[O-])ccc1Cl | 12 | 17 | 7 | 0.1 | -0.71 | -5 | -0.2 | -5 | 0.4
O=C(Cn1cnc2ccccc2c1=O)N(Cc1ccco1)c1ccc(O)cc1 | -17 | -36 | 0 | -0.5 | . | 4[fluorescence artefact?] | -0.3 | 8 | -0.6
CCn1c2ccccc2c2cc(NS(=O)(=O)c3ccc(C)cc3)ccc21 | 23 | 15 | -9 | -7.5 | . | -1 | 0.5 | 0 | 0.6
CC1CCCC(C)N1C(=O)COc1ccc(C(=O)N/N=C/c2ccc(C(=O)O)cc2)cc1 (configuration not stated) | -9 | 26 | -7 | -0.4 | 0.041 | 0 | 1.4 | -6 | 0.4
O=C(N/N=C1\CCCc2ccccc21)C(O)c1ccccc1 (configuration not stated) | -29 | -23 | 6 | -1.3 | 0.74 | 5 | 0.2 | -10 | 1.5
Cc1ccnc(NC(=O)c2ccc(COc3ccc(Cl)cc3)o2)c1 | -14 | -2 | . | 0.1 | -0.89 | 5 | 0.6 | -10 | -0.7
Nc1nc(-c2ccco2)nn1C(=O)CCc1ccccc1 | -17 | -18 | . | -1.4 | -0.83 | 1 | 0.4 | -13 | 1.2
COCCCNC(=S)Nc1ccccc1C | -6 | 7 | . | 1.1 | -0.014 | 3 | -0.3 | -9 | 1.0
O=C1C2C3C=CC(C3=C3CCCCC3)C2C(=O)N1c1ccccc1 (configuration not stated) | -12 | -7 | -1 | -1.0 | -0.75 | -6 | 0.1 | 10 | 0.6
CC(C)(C)N(CC#CCC(O)(c1ccccc1)c1ccccc1)CCO | -12 | 5 | 0 | 2.4 | 0.039 | -2 | 0.2 | -6 | 0.3

Compound profiles, from the list above. Screens in order: Mdm2 ligase inh, Calpain2 inh, Rad51 HR inh, TNF death inh, KCC2 mod, eIF4E 4G PPI, L929 necroptosis, EBV gp42 inh, PERK inh
O=C1CN(C(=O)COC(=O)c2oc3ccccc3c2COc2ccccc2)c2ccccc2N1 is entered as -14, -47, 0, -0.6, 1.5, -21[fluorescence artefact?], -0.4, -23, -1.1
CCOc1cc(N2CCOCC2)c(OCC)cc1NC(=O)c1cc(C)nc2ccccc12 is entered as -2, -30, -47, 2.0, 1.1, -1, -0.3, -3, -0.6
Cc1cc(/C(O)=C2\C(=O)C(=O)N(CCN(C)C)C2c2ccncc2)ccc1OCc1ccccc1 (configuration not stated) is entered as -18, 15, 3, 1.7, 0.51, 1[fluorescence artefact?], 0.6, -2, -1.1

(cont.)
SMILES | Mdm2 ligase inh | Calpain2 inh | Rad51 HR inh | TNF death inh | KCC2 mod | eIF4E 4G PPI | L929 necroptosis | EBV gp42 inh | PERK inh
Cn1cc([N+](=O)[O-])c(C(=O)Nc2ccn(C34CC5CC(CC(C5)C3)C4)n2)n1 | 7 | 6 | 7 | 0.8 | 1.3 | 3[fluorescence artefact?] | -1.0 | 7 | -0.5
COC(=O)c1c(-c2ccc(C(C)(C)C)cc2)csc1NC(=O)C1C2CCC(O2)C1C(=O)O (configuration not stated) | . | -29 | . | 1.8 | -0.14 | -6 | 0.4 | -25 | 1.3
Cc1nnsc1C(=O)NNS(=O)(=O)c1cc(C(F)(F)F)cc(C(F)(F)F)c1 | -4 | 3 | 5 | -0.1 | 0.097 | 1 | 0.0 | -7 | 1.5
Cc1cccc(C(=O)NNC(=O)c2ccco2)c1 | -5 | -16 | . | 0.7 | 1.2 | 1 | 0.0 | -8 | 1.6
COc1ccc(CN2C3CCCC2CC(NC(=O)Nc2ccccc2C)C3)cc1 (configuration not stated) | -4 | 15 | -1 | -0.9 | 2.5* | 4[fluorescence artefact?] | 0.5 | -11 | -1.4
N#Cc1ccc(CSc2nnc(-c3ccccn3)n2-c2ccccc2)cc1 | -15 | 18 | -5 | -1.0 | -0.43 | -1 | -0.3 | -2 | 0.2
Cc1ccc(S(=O)(=O)N(C)C)cc1NC(=S)NNC(=O)C1CC1 | . | 9 | . | 1.5 | 0.9 | 2 | 0.5 | -13 | 0.4
Cc1nc2c(c(N3CCOCC3)n1)OCC(=O)N2 | -9 | -22 | -2 | 0.2 | 0.6 | 2[fluorescence artefact?] | 2.4 | -20 | 0.5
CSc1nc(N2CCOCC2)c2c3c(sc2n1)CCCC3 | -4 | 15 | -8 | -1.5 | -0.033 | 0 | -1.1 | 5 | -0.2
CC(C)NC(=O)c1ccc(S(=O)(=O)N(C)C)cc1 | -7 | 4 | -4 | 1.1 | -0.53 | 4 | 1.1 | 8 | 0.0
O=C(CCN1CCOCC1)Nc1ccc2c(c1)N(C(=O)CN1CCOCC1)c1ccccc1CC2 | -5 | -23 | 9 | -0.5 | -0.0026 | -2 | 0.0 | -14 | 1.4
O=C(CSc1nnc(-c2ccc(Cl)cc2)n1Cc1ccco1)c1cccs1 | -18 | -88 | . | -0.1 | . | -28 | 1.2 | -5 | -0.6
O=C(Nc1ccccc1C(=O)NCc1ccccc1)c1ccccc1 | -6 | 5 | 2 | 0.1 | -0.27 | 10 | 0.3 | -2 | 0.8
Cc1cccc(CCNC(=O)C2CCN(S(=O)(=O)c3c(C)noc3C)CC2)c1 | -6 | -3 | 2 | 3.6 | -0.92 | -3 | 1.2 | -14 | -0.5
COc1ccc(C(CNC(=O)c2ccc(N3CCCC3=O)cc2)N(C)C)cc1 (configuration not stated) | 11 | -31 | -8 | -3.8 | 0.59 | 0 | -0.2 | -20 | -0.5
O=C(NC(=S)N1CCN(C/C=C/c2ccccc2)CC1)c1ccc(Cl)nc1 | -9 | -7 | 9 | 3.5 | 68* | 0 | -0.7 | -6 | 0.3
CCOC(=O)/C(C#N)=C/NC(=O)NC(C)(C)C | -2 | 4 | -5 | -0.1 | . | -2 | -0.5 | -10 | -0.2
CCCNC(=S)Nc1cccc(C(F)(F)F)c1 | -3 | 26 | 5 | -1.4 | 0.42 | -2[fluorescence artefact?] | 0.2 | -24 | 0.7
CC(C)(C)NC(=O)COc1ccc(CNCc2cccnc2)cc1 | -7 | -10 | 4 | 0.5 | -0.0021 | 6 | 3.6 | -14 | 0.9
Cc1nc2cc(Cl)c(Cl)cc2n1CCCO | -19 | -22 | 9 | 3.3 | 1 | -1 | 1.0 | -3 | 0.8
O=C(Cc1cccs1)N=Nc1c(O)[nH]c2ccc(Br)cc12 | -1 | 2 | 10 | -1.8 | . | -4 | 1.5 | -11 | 0.1
Cc1ccc(OCCn2cc(C(=O)O)c3ccccc32)cc1 | -10 | 3 | 0 | 0.0 | 1 | -1 | 3.1 | 0 | 0.8
O=C(CCc1nc(-c2cccs2)no1)NCc1ccc(F)cc1Cl | -12 | 1 | -3 | 0.3 | . | 2 | 0.7 | -10 | 0.7
O=C(Oc1cc(=O)oc2ccccc12)c1ccccc1 | -5 | 12 | 0 | 0.5 | -0.59 | -1 | 0.6 | -10 | 1.3
CO/N=C/NC(=O)NOCc1ccc(Cl)cc1Cl | -14 | 8 | -3 | 0.2 | -3.6 | 1[fluorescence artefact?] | -0.9 | -5 | -1.7
CCn1c(NC(=O)c2ccc(C)cc2)c2ccccc2nc1=O | 0 | -80 | 1 | -8.6 | -0.68 | 0[fluorescence artefact?] | -0.1 | -15 | -1.0
Cc1cc(NC(=O)Cn2cc([N+](=O)[O-])cn2)n(Cc2ccc(F)cc2)n1 | -9 | -9 | -1 | 2.4 | -1 | -8 | 0.1 | -17 | 0.5
N#C/C(=C/c1cccc([N+](=O)[O-])c1)C(=O)Nc1ccccc1O | -2 | -2 | 15 | -9.2 | 0.34 | 2 | -0.6 | -4 | 0.4
